TcdB GH inh – inhibitors of Clostridioides difficile toxin B glycohydrolase; TcdB glycohydrolase enzymatic assay, plate reader; AID 652162; P18177; inhibition, % at 9.99 µM; 350,000 compounds, 0.24% hits; in the data active = inhibition above about 10%
Target sequence (P18177 whole entry, looked up): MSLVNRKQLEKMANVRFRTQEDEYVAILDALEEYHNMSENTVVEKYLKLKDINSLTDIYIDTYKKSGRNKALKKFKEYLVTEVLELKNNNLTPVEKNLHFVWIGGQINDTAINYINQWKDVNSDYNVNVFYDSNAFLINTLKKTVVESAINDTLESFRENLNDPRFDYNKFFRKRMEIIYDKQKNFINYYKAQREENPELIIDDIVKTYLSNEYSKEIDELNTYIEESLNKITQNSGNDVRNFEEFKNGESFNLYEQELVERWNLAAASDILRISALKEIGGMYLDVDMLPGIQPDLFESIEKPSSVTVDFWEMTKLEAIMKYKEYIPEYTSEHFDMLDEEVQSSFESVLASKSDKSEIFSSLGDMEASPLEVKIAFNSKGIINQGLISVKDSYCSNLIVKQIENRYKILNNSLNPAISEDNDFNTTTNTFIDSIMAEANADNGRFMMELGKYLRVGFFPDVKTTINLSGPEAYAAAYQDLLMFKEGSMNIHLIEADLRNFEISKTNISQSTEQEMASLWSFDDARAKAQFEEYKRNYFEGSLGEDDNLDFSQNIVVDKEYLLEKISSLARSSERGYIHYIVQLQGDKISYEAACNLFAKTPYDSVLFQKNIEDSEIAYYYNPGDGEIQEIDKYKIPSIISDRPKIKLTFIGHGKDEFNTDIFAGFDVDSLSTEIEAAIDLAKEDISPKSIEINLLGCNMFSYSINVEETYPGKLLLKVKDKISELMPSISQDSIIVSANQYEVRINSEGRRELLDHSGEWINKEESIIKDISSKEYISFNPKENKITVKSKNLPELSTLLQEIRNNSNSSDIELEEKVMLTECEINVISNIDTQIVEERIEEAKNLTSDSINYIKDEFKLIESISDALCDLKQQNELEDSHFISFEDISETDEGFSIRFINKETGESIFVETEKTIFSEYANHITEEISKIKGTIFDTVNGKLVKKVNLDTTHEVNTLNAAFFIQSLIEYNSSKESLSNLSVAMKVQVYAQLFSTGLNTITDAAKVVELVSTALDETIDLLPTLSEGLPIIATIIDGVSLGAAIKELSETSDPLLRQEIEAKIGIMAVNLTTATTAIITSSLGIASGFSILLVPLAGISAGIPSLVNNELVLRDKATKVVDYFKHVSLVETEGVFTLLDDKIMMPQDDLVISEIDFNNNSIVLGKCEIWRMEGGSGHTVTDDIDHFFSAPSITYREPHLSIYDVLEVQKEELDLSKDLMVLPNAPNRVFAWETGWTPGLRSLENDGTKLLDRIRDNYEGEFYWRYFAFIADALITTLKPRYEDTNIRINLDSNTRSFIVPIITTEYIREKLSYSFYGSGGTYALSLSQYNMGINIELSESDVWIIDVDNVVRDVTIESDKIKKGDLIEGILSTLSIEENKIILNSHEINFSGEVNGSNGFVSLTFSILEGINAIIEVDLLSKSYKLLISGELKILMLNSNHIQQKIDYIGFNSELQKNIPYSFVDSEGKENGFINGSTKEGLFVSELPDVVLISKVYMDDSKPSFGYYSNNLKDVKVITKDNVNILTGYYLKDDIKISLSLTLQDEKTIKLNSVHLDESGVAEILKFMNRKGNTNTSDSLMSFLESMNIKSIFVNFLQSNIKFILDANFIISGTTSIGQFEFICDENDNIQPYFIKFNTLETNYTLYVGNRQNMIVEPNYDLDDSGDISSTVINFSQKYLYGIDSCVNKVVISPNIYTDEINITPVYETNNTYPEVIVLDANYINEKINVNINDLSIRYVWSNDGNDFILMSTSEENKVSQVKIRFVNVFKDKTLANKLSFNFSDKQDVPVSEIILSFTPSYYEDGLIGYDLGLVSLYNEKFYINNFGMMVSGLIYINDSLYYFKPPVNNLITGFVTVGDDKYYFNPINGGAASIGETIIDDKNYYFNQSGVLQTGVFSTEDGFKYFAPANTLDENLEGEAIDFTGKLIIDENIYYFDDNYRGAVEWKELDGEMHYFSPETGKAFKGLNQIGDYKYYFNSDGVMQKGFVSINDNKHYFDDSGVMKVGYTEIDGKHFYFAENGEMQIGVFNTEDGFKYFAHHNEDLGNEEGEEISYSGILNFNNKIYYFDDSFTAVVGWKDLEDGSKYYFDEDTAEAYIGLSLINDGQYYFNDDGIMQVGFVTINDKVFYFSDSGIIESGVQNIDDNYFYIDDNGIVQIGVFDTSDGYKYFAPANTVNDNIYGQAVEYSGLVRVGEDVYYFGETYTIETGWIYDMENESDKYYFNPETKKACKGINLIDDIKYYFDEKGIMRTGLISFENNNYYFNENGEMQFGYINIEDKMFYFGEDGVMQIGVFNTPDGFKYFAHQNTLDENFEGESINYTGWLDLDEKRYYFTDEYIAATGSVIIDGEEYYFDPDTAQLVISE
BioA inh – blocks M. tuberculosis BioA enzyme activity | purified M. tuberculosis BioA enzyme, plate reader | AID 602481 | inhibition, % at 9.99 µM | 360,000 compounds, 0.096% hits; in the data active = inhibition above about 40%
* hit, by the source's call; & = joins results of further samples. This is a subset; count on the stated rates, not on these rows.

The first 2 compounds as a preview:
SMILES | BioA inh | TcdB GH inh
N#C[C@H]1[C@H](c2ccc(-c3ccccc3)cc2)[C@H](CO)N1C(=O)Cc1ccccc1 | -0.1 | -0.5
CO[C@H]1CN(C)C(=O)c2ccc(NC(=O)c3nc4ccccc4s3)cc2OC[C@@H](C)N(Cc2cncnc2)C[C@@H]1C | 1.0 | 1.5

The whole of this part, from the start:
SMILES | BioA inh | TcdB GH inh
N#C[C@H]1[C@H](c2ccc(-c3ccccc3)cc2)[C@H](CO)N1C(=O)Cc1ccccc1 | -0.1 | -0.5
CO[C@H]1CN(C)C(=O)c2ccc(NC(=O)c3nc4ccccc4s3)cc2OC[C@@H](C)N(Cc2cncnc2)C[C@@H]1C | 1.0 | 1.5
C[C@H]1CN([C@@H](C)CO)C(=O)c2cc(-c3ccccc3F)cnc2O[C@@H]1CN(C)C | 0.0 | -6.7
COc1ccc(S(=O)(=O)N(C)C[C@H]2Oc3ncc(-c4ccncc4)cc3C(=O)N([C@H](C)CO)C[C@H]2C)cc1 | -1.9 | -0.5
C[C@@H]1CCCCO[C@@H](CN(C)S(=O)(=O)c2ccccc2)[C@H](C)CN([C@H](C)CO)C(=O)c2cc(NC(=O)Nc3ccccc3)ccc2O1 | -1.3 | -1.4
CCCC#Cc1ccc2c(c1)O[C@@H](CN(C)C(=O)Nc1ccc(OC)cc1)[C@@H](C)CN([C@@H](C)CO)S2(=O)=O | 0.7 | -3.7
C[C@H]1CN([C@@H](C)CO)S(=O)(=O)c2ccc(C#CC3CCCC3)cc2O[C@H]1CN(C)CC1CC1 | 2.7 | -0.7
C[C@@H]1CN([C@@H](C)CO)C(=O)c2cc(NC(=O)CCCN(C)C)ccc2O[C@@H](C)CCCCO[C@H]1CN(C)Cc1ccncc1 | -0.1 | 0.1
C[C@@H]1CN([C@@H](C)CO)C(=O)c2ccccc2-c2ccccc2CO[C@@H]1CN(C)C(=O)Oc1ccccc1 | -1.1 | 0.8
Cc1ccc(S(=O)(=O)N[C@@H]2CC[C@H](CCNS(=O)(=O)Cc3ccccc3)O[C@@H]2CO)cc1 | 3.2 | -1.3
C[C@@H]1CN([C@H](C)CO)C(=O)c2cc(-c3ccccc3)cnc2O[C@H]1CN(C)C(=O)c1ccccn1 | 10.3 | -1.1
CC(=O)N[C@H]1C=C[C@H](CC(=O)NCC2CCCCC2)O[C@H]1CO | -0.3 | 0.2
CCCNC(=O)[C@H]1[C@H](CO)[C@H]2Cn3c(ccc(C4=CCCCC4)c3=O)[C@H]2N1Cc1ccccc1F | 8.2 | 1.8
Cn1cnc(S(=O)(=O)N2CCCCN3[C@H](CO)[C@H](c4ccc(-c5ccccc5)cc4)[C@@H]3C2)c1 | -0.8 | 0.2
COc1ccc(NC(=O)N(C)C[C@H]2Oc3c(NS(=O)(=O)c4c(C)noc4C)cccc3C(=O)N([C@@H](C)CO)C[C@H]2C)cc1 | 0.2 | 0.6
C[C@H](CO)N1C[C@H](C)[C@H](CN(C)Cc2ccc(Cl)c(Cl)c2)Oc2ccc(NC(=O)Cn3cnnn3)cc2C1=O | 3.0 | 0.3
Cc1ccc(S(=O)(=O)N[C@H]2C=C[C@@H](CC(=O)O)O[C@H]2CO)cc1 | 2.2 | 0.3
C[C@H]1CCCCO[C@@H](CN(C)C(=O)CCCN(C)C)[C@@H](C)CN([C@@H](C)CO)C(=O)c2cc(NS(=O)(=O)c3ccc(F)cc3)ccc2O1 | -0.1 | 0.7
Cn1cnc(S(=O)(=O)N2CCCCN3[C@@H](CO)[C@H](c4ccc(-c5cccc(F)c5)cc4)[C@@H]3C2)c1 | -1.0 | 0.2
O=C(C[C@@H]1C=C[C@@H](NC(=O)C2CC2)[C@H](CO)O1)NCC1CC1 | -1.5 | -0.5
C/C=C/c1cnc2c(c1)C(=O)N([C@@H](C)CO)C[C@@H](C)[C@H](CN(C)C(=O)Cc1ccccc1)O2 | 0.7 | 0.8
C[C@@H]1CN([C@@H](C)CO)C(=O)c2cc(-c3cccc(F)c3)cnc2O[C@@H]1CN(C)Cc1ccccc1 | 0.9 | -0.9
CCCNC(=O)C[C@@H]1CC[C@@H]2[C@H](COC[C@@H](O)CN2Cc2ccc(Cl)c(Cl)c2)O1 | -1.5 | 0.0
C[C@H]1CN([C@@H](C)CO)S(=O)(=O)c2ccc(C3=CCCCC3)cc2O[C@@H]1CN(C)Cc1cccc(C(=O)O)c1 | 4.2 | -1.8
O=C(C[C@@H]1C=C[C@H](NS(=O)(=O)c2cccc(F)c2)[C@@H](CO)O1)NCc1ccc2c(c1)OCO2 | -0.7 | -1.4
C[C@@H]1CN([C@H](C)CO)C(=O)c2cc(NC(=O)Nc3ccc4c(c3)OCO4)ccc2O[C@@H](C)CCCCO[C@H]1CN(C)Cc1ccccc1 | -1.9 | 0.4
C[C@@H]1CN([C@H](C)CO)S(=O)(=O)c2ccc(C3=CCCC3)cc2O[C@@H]1CN(C)C(=O)c1ccc(F)cc1 | 0.0 | 0.8
COc1ccc(-c2ccc3n(c2=O)C[C@H]2[C@H](CO)[C@@H](C(=O)Nc4ccccc4)[C@@H]3N2C)cc1 | 4.0 | -1.5
CCNC(=O)C[C@H]1CC[C@@H](NC(=O)C2CCOCC2)[C@H](CO)O1 | 1.4 | 1.2
COc1ccc(S(=O)(=O)Nc2ccc3c(c2)[C@@H]2C[C@H](CC(=O)N(C)C)O[C@@H](CO)[C@@H]2O3)cc1 | -0.2 | 0.6
O=C(C[C@H]1CC[C@@H]2[C@H](COC[C@H](O)CN2Cc2ccccc2)O1)N[C@@H]1CCN(Cc2ccccc2)C1 | -0.7 | 0.0
OC[C@@H]1[C@H](c2ccc(-c3ccc(F)cc3)cc2)[C@@H]2CN(Cc3ccncc3)CCCCN12 | -1.7 | 1.1
COc1ccc(CN(C)C[C@@H]2Oc3ccc(NC(=O)CCC(F)(F)F)cc3CC(=O)N([C@@H](C)CO)C[C@@H]2C)cc1 | -0.3 | 0.5
CC(C)C#Cc1cnc2c(c1)C(=O)N([C@@H](C)CO)C[C@H](C)[C@H](CN(C)C(=O)c1cccc(F)c1)O2 | 11.7 | 0.3
COc1ccccc1S(=O)(=O)N[C@H]1CC[C@@H](CC(=O)N2CCOCC2)O[C@H]1CO | -1.3 | -1.3
CCCC(=O)Nc1ccc2c(c1)C(=O)N(C)C[C@@H](OC)[C@H](C)CN(Cc1cc(F)ccc1F)[C@H](C)CO2 | 0.7 | -0.9
C[C@H](CO)N1C[C@H](C)[C@H](CN(C)C(=O)Nc2cccc3ccccc23)Oc2c(NS(C)(=O)=O)cccc2C1=O | -1.6 | -1.2
O=C(C[C@H]1CC[C@@H]2[C@H](COC[C@H](O)CN2Cc2ccccc2F)O1)N1CCc2ccccc2C1 | 2.9 | 1.2
O=C(N[C@@H]1CC[C@@H](CC(=O)N2CCC(Cc3ccccc3)CC2)O[C@H]1CO)c1cnccn1 | 0.3 | 0.2
C[C@H](CO)N1C[C@H](C)[C@@H](CN(C)Cc2ccc(C(=O)O)cc2)OCCCC[C@H](C)Oc2ccc(NS(C)(=O)=O)cc2C1=O | -1.1 | -0.2
C[C@@H]1CN([C@@H](C)CO)C(=O)c2cc(-c3cccc(C#N)c3)cnc2O[C@@H]1CN(C)Cc1cncnc1 | -6.1 | -0.4
Cn1cnc(S(=O)(=O)N2CC[C@@H]3[C@H](CO)Nc4ccc(-c5ccc(F)cc5)cc4[C@@H]32)c1 | -1.8 | -4.3
O=C(C[C@@H]1C=C[C@@H](NC(=O)Nc2ccccc2F)[C@@H](CO)O1)NCc1ccc(F)cc1 | -1.9 | 0.1
C[C@H](CO)N1C[C@H](C)[C@@H](CN(C)CC2CC2)Oc2c(NS(C)(=O)=O)cccc2C1=O | 0.5&-7.6 | 0.6&1.1
O=C(C[C@@H]1C=C[C@H](NC(=O)Cc2ccccn2)[C@@H](CO)O1)NCCCN1CCOCC1 | 0.5 | 0.2
CN1CCN(C(=O)[C@H]2[C@H](CO)[C@H]3Cn4c(ccc(C5=CCCCC5)c4=O)[C@@H]2N3S(C)(=O)=O)CC1 | 0.4 | -0.1
Cc1ccccc1S(=O)(=O)NCC[C@H]1CC[C@H](NC(=O)C2CC2)[C@@H](CO)O1 | -1.5 | 0.3
COCC(=O)Nc1ccc2c(c1)C(=O)N(C)C[C@H](OC)[C@H](C)CN(C(=O)c1cnccn1)[C@H](C)CO2 | -1.6 | 0.0
COCCNC(=O)C[C@@H]1C[C@H]2c3cc(NC(=O)C4CCOCC4)ccc3O[C@H]2[C@@H](CO)O1 | 0.2 | 0.5
O=C([C@H]1N[C@H]2c3ccc(-c4ccc(F)cc4)c(=O)n3C[C@H]2[C@@H]1CO)N1CCOCC1 | -1.9 | -0.8
Cc1ccc(S(=O)(=O)Nc2ccc3c(c2)C(=O)N([C@H](C)CO)C[C@@H](C)[C@@H](CN(C)CC2CCCCC2)OCCCC[C@@H](C)O3)cc1 | -1.9 | -0.1
O=C(C[C@H]1C=C[C@@H](NC(=O)c2ccccc2)[C@@H](CO)O1)Nc1ccc(-c2ccccc2)cc1 | 1.2 | 0.3
CC(C)NC(=O)N(C)C[C@@H]1OCCCC[C@@H](C)Oc2ccc(NS(=O)(=O)c3cccs3)cc2C(=O)N([C@@H](C)CO)C[C@H]1C | -1.2 | 0.8
C[C@H]1CN([C@@H](C)CO)C(=O)Cc2cc(NS(=O)(=O)c3cccs3)ccc2O[C@@H]1CN(C)S(=O)(=O)c1ccc(Cl)cc1 | 2.4 | 0.1
C[C@@H]1CCCCO[C@H](CN(C)Cc2ccccc2)[C@@H](C)CN([C@H](C)CO)C(=O)c2cc(NC(=O)Nc3ccc4c(c3)OCO4)ccc2O1 | -0.3 | -3.1
C[C@H](NC(=O)C[C@H]1C[C@H]2c3cc(N(C)C)ccc3O[C@H]2[C@H](CO)O1)c1ccccc1 | 0.1 | -44.4

The list continues.
SMILES | BioA inh | TcdB GH inh
COc1ccc(-c2ccc3n(c2=O)C[C@H]2[C@H](CO)[C@@H](C(=O)NC4Cc5ccccc5C4)N[C@@H]32)cc1 | -1.5 | -1.2
C[C@@H]1CN([C@@H](C)CO)C(=O)Cc2cc(NC(=O)C3CC3)ccc2O[C@@H]1CN(C)Cc1ccccc1 | 0.3 | 0.3
Cc1ccccc1-c1cnc2c(c1)C(=O)N([C@@H](C)CO)C[C@H](C)[C@@H](CN(C)C(=O)c1cccnc1)O2 | 0.4 | 0.5
Cc1ccc(S(=O)(=O)N(C)C[C@H]2Oc3c(NC(=O)Nc4c(C)noc4C)cccc3C(=O)N([C@@H](C)CO)C[C@H]2C)cc1 | -0.2 | 0.6
C[C@@H]1CN([C@H](C)CO)C(=O)c2cc(NS(=O)(=O)c3ccc(Cl)cc3)ccc2O[C@@H](C)CCCCO[C@@H]1CN(C)C(=O)CCC(F)(F)F | 3.2 | 0.2
Cc1noc(C)c1NC(=O)Nc1ccc2c(c1)C(=O)N(C)[C@H]1CC[C@@H](CC(=O)NCc3ccc(Cl)cc3)O[C@H]1CO2 | 1.6 | 0.0
CO[C@@H]1CN(C)C(=O)c2cc(NC(=O)C3CC3)ccc2OC[C@@H](C)N(Cc2cncnc2)C[C@H]1C | -1.0 | -0.7
CO[C@@H]1CN(C)C(=O)c2ccc(NC(=O)c3cc(C)on3)cc2OC[C@@H](C)N(C(=O)C2CC2)C[C@H]1C | 2.7 | -0.1
C[C@@H]1CN([C@@H](C)CO)S(=O)(=O)c2ccc(C#CCC3CCCC3)cc2O[C@H]1CN(C)C(=O)c1cnccn1 | -0.1 | 0.0
Cc1noc(C)c1NC(=O)N[C@@H]1CC[C@H](CCNC(=O)C2CCCCC2)O[C@@H]1CO | 1.5 | 0.5
C[C@H](CO)N1C[C@H](C)[C@H](CN(C)Cc2ccc3c(c2)OCO3)OCc2cn(nn2)CCCC1=O | -0.4 | 0.3
C[C@@H]1CCCCO[C@H](CN(C)C(=O)Nc2cccc3ccccc23)[C@@H](C)CN([C@H](C)CO)C(=O)c2cc(NC(=O)Nc3ccc(F)cc3)ccc2O1 | -1.4 | -1.5
C[C@H]1CCCCO[C@H](CN(C)C(=O)c2ccncc2)[C@@H](C)CN([C@@H](C)CO)C(=O)c2cc(NS(C)(=O)=O)ccc2O1 | 6.4 | 0.3
CC(C)CC#Cc1cnc2c(c1)C(=O)N([C@H](C)CO)C[C@@H](C)[C@@H](CN(C)C(=O)c1ccccc1F)O2 | -1.0 | 1.2
C[C@@H]1CN([C@H](C)CO)S(=O)(=O)c2ccc(C#Cc3ccc(F)cc3)cc2O[C@H]1CN(C)S(=O)(=O)c1cn(C)cn1 | 0.5 | 1.9
O=C(C[C@H]1C=C[C@@H](NS(=O)(=O)c2ccccc2)[C@@H](CO)O1)NCc1ccccc1F | 0.3 | 0.4

Four neighbouring compounds out of the list so far, for reference:
SMILES | BioA inh | TcdB GH inh
C[C@H](CO)N1C[C@H](C)[C@H](CN(C)Cc2ccc3c(c2)OCO3)OCc2cn(nn2)CCCC1=O | -0.4 | 0.3
C[C@@H]1CCCCO[C@H](CN(C)C(=O)Nc2cccc3ccccc23)[C@@H](C)CN([C@H](C)CO)C(=O)c2cc(NC(=O)Nc3ccc(F)cc3)ccc2O1 | -1.4 | -1.5
C[C@H]1CCCCO[C@H](CN(C)C(=O)c2ccncc2)[C@@H](C)CN([C@@H](C)CO)C(=O)c2cc(NS(C)(=O)=O)ccc2O1 | 6.4 | 0.3
CC(C)CC#Cc1cnc2c(c1)C(=O)N([C@H](C)CO)C[C@@H](C)[C@@H](CN(C)C(=O)c1ccccc1F)O2 | -1.0 | 1.2

Following part
SMILES | BioA inh | TcdB GH inh
C[C@@H](O)C#Cc1cnc2c(c1)C(=O)N([C@@H](C)CO)C[C@H](C)[C@@H](CN(C)Cc1cncnc1)O2 | -1.6 | 0.6
CCCNC(=O)N(C)C[C@@H]1Oc2ncc(C3=CCCCC3)cc2C(=O)N([C@H](C)CO)C[C@H]1C | -5.2 | -0.3
CCC(=O)Nc1ccc2c(c1)C(=O)N(C)[C@H]1CC[C@@H](CC(=O)N3CCCCC3)O[C@@H]1CO2 | -1.1 | -0.1
C[C@@H]1CN([C@@H](C)CO)C(=O)Cc2cc(NC(=O)C3CC3)ccc2O[C@H]1CN(C)C(=O)Nc1ccc(F)cc1 | 1.3 | 0.1

Screening results as filed in PubChem BioAssay.
